Bioassay records as filed in PubChem.
Growth percent in the NCI-60 one-dose screen (48 h, 10 µM unless noted): 100 = growth as untreated, 0 = no growth, -100 = all killed.
NCI-H23 = NCI-H23 lung cancer; 80,000 tested, 4% active
OVCAR-3 = OVCAR-3 ovarian cancer. 79,000 tested, 7% active. AID 1794787
OVCAR-5 = OVCAR-5 ovarian cancer; 82,000 tested, 2.9% active; AID 1794783
NCI-H226 = NCI-H226 lung cancer; 79,000 tested, 3.5% active
NCI-H460 = NCI-H460 lung cancer; 82,000 tested, 6.8% active
NCI-H322M = NCI-H322M lung cancer. 80,000 tested, 2.7% active. AID 1794733
OVCAR-8 = OVCAR-8 ovarian cancer | 81,000 tested, 4.4% active
NCI/ADR-RES = NCI/ADR-RES ovarian cells. 81,000 tested, 4.4% active. AID 1794790
NCI-H522 = NCI-H522 lung cancer; 78,000 tested, 8% active; AID 1794739
An asterisk follows results filed as active; / = no result given; & = joins results of further samples; [ ] = another dose, or the depositor's remark. The calls were made as follows: active = growth percent below 10; inactive = the rest. Rows are unselected. Share with any hit: about 11%.

SMILES | NCI-H23 | OVCAR-3 | OVCAR-5 | NCI-H226 | NCI-H460 | NCI-H322M | OVCAR-8 | NCI/ADR-RES | NCI-H522
O=C(O)c1cn(C2CC2)c2cc(N3CCN(Cc4cc(-c5ccccc5)no4)CC3)c(F)cc2c1=O | 88 | 105 | 94 | 93 | 91 | 84 | 86 | 96 | 74
CNCCCNc1nc2ccccc2c2c(=O)c3cc(Cl)ccc3sc12 | 70 | 9.8* | 47 | 101 | -71* | 70 | 25 | 44 | 18
COP(=O)(OC)C(c1ccc(O)cc1)(c1ccc(O)cc1)c1ccc(O)cc1 | 114 | 81 | 124 | 100 | 113 | 103 | 97 | 92 | /
O=c1nc2sc3cc(F)ccc3cc-2s1 | 99 | 117 | 101 | / | 102 | 107 | 99 | 98 | 99
Cc1ccc(C2=NN(c3nc(-c4cc5ccccc5oc4=O)cs3)C(c3ccc(C)cc3)C2)cc1 (centres undefined) | 96 | 109 | 126 | 89 | 120 | 102 | 106 | 101 | 100
CCOc1ccc(-c2ccc(=O)n(-c3ccc(S(N)(=O)=O)cc3)n2)cc1 | 97 | 106 | 89 | 98 | 101 | 95 | 107 | 97 | /
Fc1ccc(-c2csc(=Nc3ccccc3)n2-c2cccc(-n3c(-c4ccc(F)cc4)csc3=Nc3ccccc3)c2)cc1 | / | 96 | 86 | 77 | 63 | 85 | 88 | 90 | 58
O=C1OC(Sc2ccccc2)(c2ccccc2)c2ccccc21 (centres undefined) | 96 | 104 | 96 | 95 | 101 | 93 | 96 | 100 | /
COc1ccc(/C=C/c2cc[n+](C)cc2)cc1OC | 108 | 104 | 104 | 93 | 107 | 105 | 103 | 110 | 94
c1ccc2c(Cn3cc(CSc4nc5ccccc5o4)nn3)cccc2c1 | 104 | 95 | 96 | 100 | 107 | 104 | 100 | 98 | 85
Nc1cc(Cl)ccc1N1C(=O)CCC1=O | 88 | 105 | 108 | 93 | 102 | 100 | 97 | 106 | 91
NC(=O)NC(=O)c1ccc(Cl)cc1 | 103 | 125 | 113 | 102 | 108 | 94 | 106 | 107 | 79
Cc1nn(-c2ccc(Cl)cc2)c2c1C(c1ccc(-c3ccccc3)cc1)C(C#N)=C(N)O2 (centres undefined) | 91 | 112 | 111 | 94 | 106 | 109 | 96 | 101 | 89
COc1cc(C2=NN(C(C)=O)C(c3cn(Cc4ccc(Cl)cc4)c4ccccc34)C2)cc(OC)c1OC (centres undefined) | 81 | 51 | 70 | 73 | 65 | 62 | 61 | 61 | 69
COc1ccc(/C=C2\C=C(c3ccccc3)N(Cc3ccccc3)C2=O)cc1OC | 85 | 89 | 90 | 90 | 92 | 99 | 78 | 83 | 75
O=C1c2c(c3c4cc(F)ccc4oc3c3[nH]c4ccccc4c23)C(=O)N1O | 23 | 25 | 100 | 59 | 5.0* | 58 | 51 | 46 | 31
CC1=NOC(=O)C1C(C)(C)C1C(=O)ON=C1C (centres undefined) | 101 | 104 | 91 | 107 | 108 | 111 | 96 | 114 | 98
Nc1c(C(=O)Nc2c(Cl)cccc2Cl)sc2nc3c(cc12)CCCCC3 | 78 | 53 | 80 | 62 | 55 | 85 | 52 | 54 | 40
COc1ccc(C2=NN(c3ccccc3)C(c3cccc(Nc4ccnc5cc(Cl)ccc45)c3)C2)cc1 (centres undefined) | 93 | 100 | 96 | 79 | 94 | 95 | 102 | 82 | /
N=C(N)c1ccc(-c2ccc(-c3ccc(C(=N)N)c(F)c3)s2)s1 | 80 | 112 | 102 | 92 | 84 | 99 | 84 | 97 | 90
CCOC(=O)C(=O)/C(=C/n1c(=S)[nH]c2ccc([N+](=O)[O-])cc21)C(=O)OCC | 96 | 110 | 108 | 91 | 102 | 111 | 102 | 107 | 109
O=C(O)CNC(=S)Nc1ccccc1 | 107 | 108 | 105 | 111 | 91 | 115 | 110 | 108 | /
O=C(Cc1nc2ccc([N+](=O)[O-])cc2nc1CC(=O)c1cccnc1)c1cccnc1 | 53 | 65 | 101 | 52 | 48 | 51 | 31 | 30 | 19
COc1ccc(Cl)cc1N1C(=N)/C(=C2\Nc3ccccc3S2)CC1=O | 111 | 96 | 110 | 113 | 114 | / | 61 | 102 | 44
CS(=O)(=O)NCc1ccco1 | 100 | 109 | 98 | 98 | 108 | 97 | 98 | 99 | 83
CN(C)c1nc(-c2ccccc2)cc(-c2ccc(O)cc2)n1 | 96 | 107 | 118 | 100 | 103 | 85 | 98 | 97 | 86
C=CCOC(=O)/C=C(/CC(=O)OCC=C)C(=O)OCC=C | 107 | 114 | 93 | 101 | 108 | 101 | 102 | 106 | /
CCOc1ccccc1/C=N\NC(=O)N/N=C/c1ccccc1OCC | 101 | 124 | 110 | 94 | 110 | 102 | 108 | 97 | 91
N#Cc1c(-c2ccc(F)cc2)nc(SCc2ccccc2)nc1N1CCOCC1 | 95 | 105 | 103 | 94 | 96 | 100 | 79 | 90 | 83
CCN(CC)CCOc1ccc(C(=C(C)c2ccc(Cl)cc2)c2ccc(OCCN(CC)CC)cc2)cc1 | 3.8* | -70* | -84* | 103 | -77* | -30* | -47* | -68* | -67*
CCN1CCOC1c1ccc(Cl)cc1 (centres undefined) | 107 | 110 | 104 | 102 | 112 | 97 | 106 | 107 | 74
COc1cc2c3c(c4c5ccccc5[nH]c4c2c(OC)c1OC)C(=O)N(CCO)C3=O | 89 | 112 | 95 | 103 | 93 | 93 | 111 | 100 | 96
Cc1c(O)c(O)cc2c3c(oc12)CC(c1ccco1)CC3=O (centres undefined) | 85 | 92 | 113 | 101 | 99 | 92 | 96 | 92 | 49
c1ccc2c(CCc3ccncc3)cccc2c1 | 97 | 94 | 85 | 95 | 102 | 119 | 102 | 97 | /
C=CCOC1=C(c2ccccc2)[C@H](CCCCC)N(CC=C)C1=O | 79 | 104 | 98 | 84 | 97 | 96 | 86 | 80 | 64
Nc1nc(C(=O)N/N=C/c2cccnc2)nn1-c1ccc(S(N)(=O)=O)cc1 | 98 | 100 | 98 | 96 | 108 | 102 | 95 | 100 | 71
N#CC1C(=O)NC(=O)C(C#N)C1CCc1ccccc1 (centres undefined) | 100 | 116 | 95 | 93 | 106 | 100 | 102 | 103 | 90
CC1(C)OCC([C@H]2O[P@](=O)(c3ccccc3)[C@@H](Nc3ccc4ccccc4c3)[C@H]3OC(C)(C)O[C@H]32)O1 (some centres undefined) | 86 | 100 | 111 | 90 | 98 | 92 | 98 | 87 | 72
COC(/C=C\C(OC)OC)OC | 105 | 116 | 108 | 101 | 99 | 94 | 99 | 93 | 87
O=C(NNC(=S)NC(=O)c1ccccc1)c1ccc(OCc2nc3ccc(Cl)cc3[nH]2)cc1 | -71* | 11 | -44* | -44* | 12 | -41* | -9.9* | -25* | 1.4*
CC[N+](C)(C)CCOc1ccc(OCC[N+](C)(C)CC)cc1 | 105 | 100 | 96 | 99 | 109 | 100 | 97 | 93 | 95
COC1CC(OS(=O)(=O)c2ccc(C)cc2)C(O)C(C)O1 (centres undefined) | 105 | 208 | 102 | 90 | 93 | 100 | 94 | 111 | 92
CC1CN(CCCOC(=O)Nc2ccc(Cl)cc2)CCN1C(C)(C)C (centres undefined) | 101 | 104 | 105 | 96 | 106 | 96 | 104 | 100 | 98
COC(=O)[C@@]1(O)C=Cc2nc3cnccc3c(=O)n21 | 94 | 106 | 102 | 84 | 107 | 91 | 97 | 101 | 89
O=C(Oc1ccccc1-c1ccccc1)c1ccc(Cl)cc1 | 104 | 102 | 104 | 95 | 108 | 111 | 107 | 108 | 89
C=CCn1c(SCC(=O)Nc2ccc(C(=O)/C=C/c3ccc(Br)cc3)cc2)nnc1-c1c[nH]c2ccccc12 | 90 | 87 | 99 | 85 | 95 | 94 | 81 | 101 | 82
Cc1ncc(C[n+]2csc(CCBr)c2C)c(N)n1 | 95 | 108 | 110 | 93 | 107 | 99 | 103 | 104 | 91
CCN(CC)CC(=O)Nc1c(C)ccc(N)c1C | 101 | 109 | 99 | 98 | 108 | 90 | 105 | 99 | 74
CCOC(=O)CNC(=O)N1CCN(CC(=O)OCC)CC1 | 107 | 107 | 103 | 110 | 112 | 104 | 104 | 115 | 88
CNC(=O)NCC1OC(n2cnc3c(NC(=O)Nc4ccccc4)ncnc32)C(O)C1O (centres undefined) | 95 | 85 | 102 | 99 | 101 | 95 | 105 | 99 | 92
Further results.
SMILES | NCI-H23 | OVCAR-3 | OVCAR-5 | NCI-H226 | NCI-H460 | NCI-H322M | OVCAR-8 | NCI/ADR-RES | NCI-H522
O=C1C=CC(=O)C(Sc2ccccc2)=C1 | 112 | 111 | 81 | 109 | 86 | 89 | 93 | 106 | 69
CC1(C)[C@@H]2CC[C@]1(C)[C@H](OC(=O)CSC#N)C2 | 96 | 111 | 120 | 94 | 110 | 106 | 110 | 101 | 100
CC(C)C[C@H](CC(N)=O)CC(=O)N[C@@H](CC(=O)N1CCn2c(nnc2C(F)(F)F)C1)Cc1cc(F)c(F)cc1F | 95 | 112 | 99 | 91 | 110 | 95 | 104 | 99 | 90
Nc1ccn(CCOc2nc(-c3ccc(F)cc3)cc(-c3ccco3)n2)c(=O)n1 | 104 | 110 | 93 | 103 | 114 | 98 | 104 | 101 | 99
Cn1cnc2c1c(=O)n(CCC(=O)Nc1ccc(S(N)(=O)=O)cc1)c(=O)n2C | 104 | 103 | 106 | 103 | 100 | 108 | 108 | 101 | 92
C/C(=C\CCc1ccsc1)CC/C=C(\C)CCCN1CCC(CO)CC1 | 61 | 49 | 64 | 63 | -46* | 76 | 63 | 51 | 28
CCOC(=O)c1sc(NC(=O)c2cc(OC)c(OC)c(OC)c2)nc1C | 93 | 103 | 108 | 89 | 108 | 161 | 99 | 103 | 67
CCOC(=O)C(C(C)=O)c1nc2sc3cc(Cl)c(Cl)cc3n2c(=O)c1C#N (centres undefined) | 95 | 112 | 122 | 95 | 93 | 114 | 93 | 106 | 63
N#CC1=C(Nc2ccccc2Cl)SC2(CCCC2)NC1=O | 98&126 | 108&120 | 99&101 | 94&103 | 103&104 | 95&107 | 97&107 | 101&108 | 98
Nc1ncnc2c1N=C(c1ccc(Cl)cc1)CC(c1cccc(Nc3ccnc4cc(Cl)ccc34)c1)N2 (centres undefined) | 67 | 81 | 111 | 88 | 76 | 84 | 78 | 73 | 94
CCOc1cc(C(=O)O)cc(Cl)n1 | 101 | 117 | 119 | 106 | 109 | 126 | 102 | 112 | 104
COc1cc(-c2c3cnn(C(C)C)c3nc3[nH]c(=O)n(C)c23)cc2c1OCO2 | 105 | 115 | 112 | 97 | 99 | 113 | 102 | 97 | 93
Cc1cc2c(cc1C)NC1(S(=O)(=O)O)C(=Nc3ccccc31)N2 (centres undefined) | 90 | 105 | 113 | 104 | 103 | 101 | 105 | 102 | 96
COc1cc(OC)c(/C=C/c2cc[n+](C)c3ccccc23)c(OC)c1 | 17 | -27* | 49 | 23 | 4.6* | 6.5* | -8.8* | 91 | -35*
NC(=O)C(F)(F)C(F)(F)C(N)=O | 111 | 115 | 101 | 109 | 133 | 110 | 107 | 108 | 102
[N-]=[N+]=NCC1OC(n2cnc3c(NC(=O)Nc4ccccc4)ncnc32)C2OC(=O)CC12 (centres undefined) | 106 | 95 | 96 | 106 | 112 | 100 | 103 | 102 | 107
O=C(c1ccc([N+](=O)[O-])cc1)c1ccccn1 | 96 | 100 | 106 | 102 | 103 | 103 | 100 | 105 | 109
NC(=O)[C@@H]1Cc2ccccc2CN1C(=O)c1ccc2c(c1)-c1ccccc1C2 | 89[50 µM] | 95[50 µM] | 101[50 µM] | 93[50 µM] | 93[50 µM] | 98[50 µM] | 81[50 µM] | 82[50 µM] | 69[50 µM]
CC(=O)O[C@H]1C/C=C\CC(=O)[C@@]2(C)O[C@@H]2CC[C@H](C)C1 | 102 | 99 | 102 | 93 | 98 | 89 | 105 | 100 | 94
CCC(C)NCCO (centres undefined) | 100 | 113 | 108 | 114 | 109 | 117 | 101 | 109 | 89

Of the compounds above, these have an aryl methoxy group:
SMILES | NCI-H23 | OVCAR-3 | OVCAR-5 | NCI-H226 | NCI-H460 | NCI-H322M | OVCAR-8 | NCI/ADR-RES | NCI-H522
COc1ccc(/C=C/c2cc[n+](C)cc2)cc1OC | 108 | 104 | 104 | 93 | 107 | 105 | 103 | 110 | 94
COc1cc(C2=NN(C(C)=O)C(c3cn(Cc4ccc(Cl)cc4)c4ccccc34)C2)cc(OC)c1OC (centres undefined) | 81 | 51 | 70 | 73 | 65 | 62 | 61 | 61 | 69
COc1ccc(/C=C2\C=C(c3ccccc3)N(Cc3ccccc3)C2=O)cc1OC | 85 | 89 | 90 | 90 | 92 | 99 | 78 | 83 | 75
COc1ccc(C2=NN(c3ccccc3)C(c3cccc(Nc4ccnc5cc(Cl)ccc45)c3)C2)cc1 (centres undefined) | 93 | 100 | 96 | 79 | 94 | 95 | 102 | 82 | /
COc1ccc(Cl)cc1N1C(=N)/C(=C2\Nc3ccccc3S2)CC1=O | 111 | 96 | 110 | 113 | 114 | / | 61 | 102 | 44
COc1cc2c3c(c4c5ccccc5[nH]c4c2c(OC)c1OC)C(=O)N(CCO)C3=O | 89 | 112 | 95 | 103 | 93 | 93 | 111 | 100 | 96
CCOC(=O)c1sc(NC(=O)c2cc(OC)c(OC)c(OC)c2)nc1C | 93 | 103 | 108 | 89 | 108 | 161 | 99 | 103 | 67
COc1cc(-c2c3cnn(C(C)C)c3nc3[nH]c(=O)n(C)c23)cc2c1OCO2 | 105 | 115 | 112 | 97 | 99 | 113 | 102 | 97 | 93
COc1cc(OC)c(/C=C/c2cc[n+](C)c3ccccc23)c(OC)c1 | 17 | -27* | 49 | 23 | 4.6* | 6.5* | -8.8* | 91 | -35*
